Screening results from PubChem BioAssay.
PAFAH1B2 FP inh: inhibitors of human PAFAH1B2 | P68402 | recombinant PAFAH1B2, FP-rhodamine activity probe, fluorescence polarization | inhibition, % at 3.39 µM | 1.2% of 340,000 active;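 active = inhibition above the mean of all tested compounds plus 3 SD, cut at about 24% in these data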;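 note: 0% = enzyme with DMSO and 100% = wells lacking PAFAH1B2; many of its hits are not listed in these tables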
MCL1 BIM primary: disrupts human MCL1 binding to BIM-BH3 peptide. 0.68% of 320,000 active. inhibition, % at 10.9 µM. GST-MCL1 / FITC-Bim-BH3 fluorescence polarization. Q07820;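 active = inhibition above the mean inhibition of all tested compounds plus 3 SD, set per campaign, cut at about 40% in these data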;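 note: 0% = DMSO wells and 100% = unlabeled Bim-BH3 peptide control; higher means more loss of mP so more displacement of Bim peptide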
Target sequence (Q07820 whole entry, looked up): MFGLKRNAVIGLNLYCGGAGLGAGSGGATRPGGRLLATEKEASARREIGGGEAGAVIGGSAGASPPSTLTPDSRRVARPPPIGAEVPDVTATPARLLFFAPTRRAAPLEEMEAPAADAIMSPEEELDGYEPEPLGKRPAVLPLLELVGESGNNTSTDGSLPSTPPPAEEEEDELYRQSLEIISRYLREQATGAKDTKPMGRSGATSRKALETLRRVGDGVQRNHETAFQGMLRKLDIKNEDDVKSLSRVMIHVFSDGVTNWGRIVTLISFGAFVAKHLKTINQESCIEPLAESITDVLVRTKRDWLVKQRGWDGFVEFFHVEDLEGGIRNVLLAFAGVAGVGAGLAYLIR
AHR act: activators of human aryl hydrocarbon receptor; P35869; 2.5% of 320,000 active; AHR-responsive luciferase reporter cells, luminescence; activation, % at 5 µM; AID 2796; in the data active = activation above about 47%;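 note: 0% = vehicle wells and 100% = reference agonist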
GLD-1 RNA inh: GLD-1-TGE RNA interaction inhibition (C. elegans). Q17339. purified GLD-1 + fluorescein TGE RNA, fluorescence polarization. 0.44% of 320,000 active. inhibition, % at 5.96 µM;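 active = percent inhibition above a per-plate cutoff, the plate mean of test compounds plus 3 SD, cut at about 30% in these data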;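 note: 0% = DMSO wells with GLD-1 and probe and 100% = wells lacking GLD-1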
pPAFAH FP inh: pPAFAH (human) enzyme inhibition | Q13093 | recombinant pPAFAH, FP-rhodamine probe fluorescence polarization | inhibition, % at 3.39 µM | 1.5% of 330,000 active | AID 463082;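 active = inhibition above the mean inhibition across the screen plus 3 SD, cut at about 25% in these data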;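 note: inhibitors block binding of the rhodamine activity-based probe so polarization drops; 0% = enzyme with DMSO and 100% = wells lacking pPAFAH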
MEX-5 binding: C. elegans MEX-5 TCR-2 RNA binding activity; Q9XUB2; MEX-5/FITC-TCR2 RNA binding, fluorescence polarization; hits give low values; activity score (negative = inhibition of binding), % at 10 µM; 0.38% of 300,000 active; AID 1832;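 active = inhibition past about -25% in most replicates, and total fluorescence under double the plate's negative control median, limit read from the data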;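 note: 0% = DMSO and -100% = 5 µM competing unlabeled TCR2 RNA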
Target sequence (Q9XUB2 whole entry, looked up): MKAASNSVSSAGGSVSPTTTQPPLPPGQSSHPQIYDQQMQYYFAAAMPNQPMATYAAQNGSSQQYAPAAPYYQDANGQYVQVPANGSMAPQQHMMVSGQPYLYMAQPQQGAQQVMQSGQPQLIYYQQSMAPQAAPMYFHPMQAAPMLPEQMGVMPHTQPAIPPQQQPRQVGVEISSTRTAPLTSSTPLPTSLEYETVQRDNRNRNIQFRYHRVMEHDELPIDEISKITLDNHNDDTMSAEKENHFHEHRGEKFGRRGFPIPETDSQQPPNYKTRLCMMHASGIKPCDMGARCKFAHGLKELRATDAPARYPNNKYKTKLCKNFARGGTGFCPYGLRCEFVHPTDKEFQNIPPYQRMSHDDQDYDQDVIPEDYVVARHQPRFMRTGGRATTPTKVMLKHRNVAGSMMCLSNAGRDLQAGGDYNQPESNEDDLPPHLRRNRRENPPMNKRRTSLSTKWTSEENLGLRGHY
BCLXL inh: Bcl-xL (human) inhibition | Q07817 | GST-Bcl-xL / FITC-Bim BH3 peptide fluorescence polarization | inhibition, % at 10.9 µM | 0.7% of 320,000 active;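 active = inhibition above the mean of all tested compounds plus 3 SD, cutoff set per campaign, cut at about 30% in these data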;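 note: 0% = DMSO wells and 100% = unlabeled Bim-BH3 peptide competitor; inhibitors lower millipolarization by displacing the labeled peptide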
PME-1 inh: PME-1 (human) inhibition. Q9Y570. recombinant PME-1, FP-Rh probe fluorescence polarization. inhibition, % at 5.9 µM. 0.53% of 320,000 active. AID 2130;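 active = inhibition above the campaign mean of all compounds plus 3 SD, cut at about 26% in these data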;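 note: competitive labeling of PME-1 active site by serine hydrolase directed probe; 0% = PME-1 with DMSO and 100% = wells lacking PME-1 enzyme; inhibitors block probe labeling so polarization falls and inhibition rises; many of its hits are not listed in these tables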
Fam108B counter: blocks mouse Fam108B hydrolase in RBBP9 counter-screen; recombinant Fam108B, FP-Rh probe fluorescence polarization; 0.33% of 300,000 active; inhibition, % at 9.51 µM;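 active = inhibition above the screen mean inhibition plus 3 SD, computed separately per campaign, cut at about 18% in these data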;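 note: inhibitors lower polarization as less probe binds the enzyme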
* marks the source's active call; other numbers are inactive results; x = no result given.

SMILES	PAFAH1B2 FP inh	MCL1 BIM primary	AHR act	GLD-1 RNA inh	pPAFAH FP inh	MEX-5 binding	BCLXL inh	PME-1 inh	Fam108B counter
O=C(CCc1n[nH]c(=O)[nH]c1=O)N1CCCCC1	5	-16	4	-14	0	-3.2	-4	-6	-3
CCCn1nc(NS(=O)(=O)c2cccc3nonc23)c2cc3ccccc3nc21	1	3	12	-1	16	2.4	8	8	-5
COc1cccc(C2c3[nH]c4ccccc4c3C[C@H]3C(=O)N(CCCCCO)CC(=O)N23)c1 (some centres not stated)	-2	-1	11	1	9	1.9	9	-1	3
CCOC(=O)c1c(C)n(CCNC(C)=O)c2ccc(O)cc12	12	11	3	3	11	0.0	3	6	1
O=C1NC(=Nc2ccccc2)S/C1=C\C=C\c1ccco1	3	-16	17	-11	60*	-3.0	1	9	10
COc1ccc(CNC(=O)c2cnc3scc(C)n3c2=O)cc1	0	1	45	-1	-5	-2.2	1	-1	3
COc1cc2c(C(=O)N3CCN(Cc4ccc5c(c4)OCO5)CC3)cn(C)c(=O)c2cc1OC	5	-2	-2	2	-2	1.3	2	3	4
O=S1(=O)CC/C(=N\Nc2ccc(F)cc2)c2ccsc21	-3	6	22	2	6	0.3	3	6	-2
O=C1CC(N2CCC(c3nc4ccccc4[nH]3)CC2)C(=O)N1c1ccccc1F (configuration not stated)	-2	3	1	-1	8	-1.4	6	0	0
COC(CNC(=O)c1ccc2c(c1)ncn2-c1ccc(C)cc1C)OC	1	1	0	3	6	1.9	1	3	1
Cc1ccccc1CN1C(=O)c2ccccc2S(=O)c2ccc(C(=O)NCCCN3CCOCC3)cc21 (configuration not stated)	-2	6	-3	10	3	2.6	2	-3	2
COCCNC(=O)CN(C(=O)c1ccc(N2CCCC2)nc1)c1ccc(Cl)cc1	-3	-4	-2	-3	-5	-4.5	5	1	-7
COc1ccccc1-c1c(C)nn2c(N3CCC4(CC3)OCCO4)cc(C)nc12	3	5	9	-6	4	0.1	12	4	3
Cn1c(C(=O)NCc2cccnc2)cc2sc(Cl)cc21	3	7	16	1	-1	-2.1	-1	0	2
CCCc1nnc(NC(=O)CS(=O)(=O)c2ccccc2)s1	2	6	1	6	-1	-0.3	2	3	2
Cc1noc(C)c1S(=O)(=O)N(C)C[C@H]1Oc2c(cccc2N(C)C)C(=O)N([C@H](C)CO)C[C@@H]1C	-3	x	1	0	3	x	x	x	x
O=C(CNC(=O)c1ccco1)OCC(=O)c1ccc(Cl)cc1	-4	10	1	-2	2	-0.8	7	4	-3
CCCN1Cc2cccc(C(=O)Nc3ccc(CC)cc3)c2C1=O	1	2	10	-1	1	0.2	3	-11	-2
Oc1ccccc1NCC(O)Cn1ccc2ccccc21 (configuration not stated)	8	-39	5	3	10	-3.7	-20	25	2
COc1cc2c3nnc(-c4ccccc4)c-3cn(Cc3ccccc3F)c2cc1OC	x	-94	1	-1	2	-59*	-9	0	-1
CCOC(=O)C1CCN(S(=O)(=O)c2cc3c(cc2C)NC(=O)CO3)CC1	2	-5	0	-5	-3	-1.1	2	1	4
Cc1cc(=O)oc(C)c1C(=O)NCCCN1CCN(c2ccccc2F)CC1	-2	4	-1	1	1	-2.9	1	-1	0
CC1(c2ccccc2)NC(=O)N(CC(=O)Nc2ccccc2C(=O)NC2CC2)C1=O (configuration not stated)	0	-7	1	0	4	-1.5	-6	4	-1
OCC[C@@H]1C[C@@H](O)[C@H](O)[C@@]2(OCc3ccccc32)O1	3	0	1	6	-3	0.0	2	2	1
Cc1ccc(S(=O)(=O)N2CC3CCC2C3)cc1 (configuration not stated)	6	3	-1	2	2	-0.4	7	2	5
C[C@H](CO)N1C[C@H](C)[C@H](CN(C)Cc2ccc(-c3ccccc3)cc2)Oc2ccc(NS(=O)(=O)c3ccccc3)cc2CC1=O	5	x	-1	5	34*	x	x	x	x
Cc1ccc(-n2nc3c(=O)n(CCCC(=O)NCc4ccco4)nc(C)c3c2C)cc1	7	8	-1	-1	5	-1.7	5	3	7
COc1cccc(C(=O)NCCCN2CCN(CCCNC(=O)c3cccc(OC)c3)CC2)c1	2	6	-1	-3	4	4.6	9	1	3
Nc1nnc(SCC(=O)Nc2sc3c(c2C(=O)c2ccccc2)CCCC3)s1	5	-1	5	0	12	1.9	-3	1	-5
O=C(COC(=O)Cc1ccccc1)NCc1ccc2c(c1)OCO2	1	x	-2	4	10	x	x	x	x
COc1cc2c(cc1OC)-c1nnc(-c3ccco3)n1C1(CCCC1)C2	5	3	9	4	4	0.2	5	1	1
Cc1cccc(NC(=S)NCCc2ccc(Cl)cc2)c1C	14	11	1	6	3	0.1	5	18	3
CCCNC(=O)c1cc(-c2ccc(OC)cc2)n(CCCOC)c1C	2	3	4	1	5	1.1	1	0	0
CC(=O)c1cccc(NC(=O)c2cc(-c3ccc(C)cc3)on2)c1	-1	-5	-1	-12	-2	1.7	-3	0	-3
Cc1ccccc1Cn1c(=O)n(CC2CCC(C(=O)NCCc3ccccc3)CC2)c(=O)c2ccccc21 (configuration not stated)	-4	2	11	-1	-2	-0.7	1	-14	-5
CC(c1ccc2c(c1)OCO2)n1c(=S)[nH]c2ccccc2c1=O (configuration not stated)	-3	0	3	4	1	x	0	-2	x
Cc1ccc2nc(-c3ccccc3O)c(Nc3ccc4c(c3)OCCO4)n2c1	3	4	5	-5	23	0.3	-1	6	15
O=C(Nc1nc(-c2ccc(F)cc2)cs1)c1cnccn1	-3	9	0	3	-6	0.1	1	-11	-29
O=S(=O)(NCC1CCCO1)c1ccc(NS(=O)(=O)c2ccc(F)cc2)cc1 (configuration not stated)	6	5	1	8	-2	-0.8	3	-8	4
CCOc1ccc(-n2c(=O)cc(N3CCN(c4ccc(F)cc4)CC3)[nH]c2=O)cc1	19	0	0	2	-1	1.2	-1	1	-1
CCOC(=O)/C(C#N)=C(\N)C(C)C(=O)Nc1ccccn1 (configuration not stated)	-2	-6	-2	1	-1	1.0	2	2	3
c1coc(CNc2c3c(nc4ncnn24)CCC3)c1	0	4	7	2	3	2.9	6	0	0
CC1CCCCC1NC(=O)CN(C)S(=O)(=O)c1ccc2c(c1)c(=O)n(C)c(=O)n2C (configuration not stated)	3	9	-2	2	2	0.2	4	8	-1
O=C(CCN1CCC(c2cccs2)=N1)c1cccs1	x	-7	9	-39	3	-2.2	-9	8	2
COc1ccc(NS(=O)(=O)c2cc(NC(=O)c3cnccn3)ccc2OC)cc1Br	0	8	5	3	1	-0.4	7	7	-2
Cc1ccc(O)c(C(=O)c2cnc3onc(-c4ccc(F)cc4)c3c2)c1	2	0	4	6	-4	-0.3	-1	-16	-4
O=C(c1ccc(S(=O)(=O)Cc2cc(F)ccc2F)c([N+](=O)[O-])c1)N1CCCC1	0	5	0	2	4	-1.4	4	7	-4
CC1CN(C(=O)c2ccc(COc3ccc4ccccc4c3)o2)CC(C)O1 (configuration not stated)	5	2	25	7	4	2.3	6	-5	-2
O=C(NC(NC1CCS(=O)(=O)C1)C(=O)c1cccs1)c1ccccc1 (configuration not stated)	x	4	2	4	1	2.6	5	-1	-1
CSCCC(NC(=O)c1ccccc1Cl)C(=O)NCc1ccncc1 (configuration not stated)	7	0	0	8	-9	x	4	-5	x
NS(=O)(=O)c1cccc(NC(=O)COC(=O)CN2C(=O)C3CC=CCC3C2=O)c1 (configuration not stated)	1	7	1	5	6	2.9	0	-3	0
CCCCN(C(=O)COc1ccc(C)cc1OC)c1c(N)n(CCC)c(=O)[nH]c1=O	0	-2	-2	5	4	0.5	1	2	1
Nc1nc(-c2ccccn2)nc(N)c1Cc1ccccc1F	8	6	19	-3	-3	17	2	-3	0
Cc1cnc(C(=O)NCCc2ccc(C(F)(F)F)cc2)cn1	7	5	-4	-7	4	-1.9	11	2	3
COCC(=O)N1CCC(n2nccc2NC(=O)c2ccccc2OC)CC1	-7	13	5	0	-2	2.4	7	6	0
COc1ccc(-n2c(SCC(N)=O)nc3sc4c(c3c2=O)CCC4)cc1	1	4	7	2	2	3.9	4	-2	4
Cc1cc(=O)oc2c(C)c(OC(C)C(=O)NCCN3CCOCC3)ccc12 (configuration not stated)	2	5	0	5	1	-2.5	2	2	2
Cc1cc(C(F)(F)Cl)n2ncc(-c3ccccn3)c2n1	4	5	64*	-3	1	1.7	6	-2	2
COCCn1cc(C(=O)c2cc(Br)ccc2O)cc(C#N)c1=O	-2	-12	2	-15	1	0.6	0	-9	-5
COc1ccc(CC(=O)NNC(=O)CSc2nc(C)c(C)c(=O)[nH]2)cc1	-4	-4	-1	3	8	-1.9	-1	1	0

More records follow:
SMILES	PAFAH1B2 FP inh	MCL1 BIM primary	AHR act	GLD-1 RNA inh	pPAFAH FP inh	MEX-5 binding	BCLXL inh	PME-1 inh	Fam108B counter
CCC(=O)NC(c1ccc(C)cc1)c1ccc2cccnc2c1O (configuration not stated)	4	9	2	5	8	0.6	-1	-4	-2
CCOC(=O)C1(CC2CCCCO2)CCN(S(=O)(=O)c2cccc(F)c2)CC1 (configuration not stated)	8	4	-2	3	1	0.4	0	1	0
COc1cc(CNc2nnnn2C)cc(OC)c1OC	1	-5	8	-4	8	0.3	-4	-3	4
CCCCN(C)C(=O)CCC(=O)NNc1nc2ccccc2c2nc(C)nn12	3	5	2	0	3	-32*	2	4	0
CSc1nc2ccc(NC(=O)c3nn(C(C)C)c(=O)c4ccccc34)cc2s1	1	3	-1	9	-4	-1.6	6	-8	-13
C/C(=N/NC(=O)c1ccco1)c1cccnc1	2	-9	20	5	-3	0.7	0	2	-3
O=C1/C(=C/c2cccs2)CCc2ccccc21	4	-1	-2	5	4	1.0	-2	1	-6
N/C(=N\OC(=O)c1ccc(Br)o1)c1cccnc1	-1	-4	53*	-4	-1	1.2	2	7	-1
O=C(CSc1nnc(Cc2cccs2)n1-c1ccccc1)NC1CCCCC1	13	-13	-1	1	3	2.3	-13	0	2
Cc1ccn2cc(-c3cccc(NS(C)(=O)=O)c3)nc2c1	2	3	13	0	4	2.1	5	0	0
O=C(CNC(=O)C1CCCCC1)Nc1ccccc1Cl	5	5	3	4	1	0.9	0	-4	-1
COCc1c(Br)c(C)[nH]c(=O)c1C#N	-2	16	6	8	6	-0.8	9	-4	-3
NC(=O)C1CCCN(C(=O)c2ccc3c(c2)NC(=O)CS3)C1 (configuration not stated)	4	2	0	3	1	x	-1	-1	x
O=C(CSc1nc2ccccc2o1)NCc1ccc2c(c1)OCO2	-1	-2	70*	6	9	2.8	-2	6	1

This is a subset; the hit share may differ from the screen's.
